# ANO1 activ: TMEM16A chloride channel activators or potentiators, primary screen, cell-based, HTS; B-score at 10 µM; HEK293 TMEM16A/YFP-H148Q/I152L, iodide quench fluorescence; stronger effect = lower value; AID 623877, 2012; 340,000 tested, 0.3% active;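 active = fluorescence-ratio B-score plate-corrected deviation score at least 3 library SD below zero, with starting fluorescence score within 5 deviations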;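 note: channel opened by trigger with iodide after compound preincubation; score built on the fluorescence ratio of max minus min over baseline; more negative score means more quench and so TMEM16A activation or potentiation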
# Target sequence (Q8BHY3 whole entry, looked up): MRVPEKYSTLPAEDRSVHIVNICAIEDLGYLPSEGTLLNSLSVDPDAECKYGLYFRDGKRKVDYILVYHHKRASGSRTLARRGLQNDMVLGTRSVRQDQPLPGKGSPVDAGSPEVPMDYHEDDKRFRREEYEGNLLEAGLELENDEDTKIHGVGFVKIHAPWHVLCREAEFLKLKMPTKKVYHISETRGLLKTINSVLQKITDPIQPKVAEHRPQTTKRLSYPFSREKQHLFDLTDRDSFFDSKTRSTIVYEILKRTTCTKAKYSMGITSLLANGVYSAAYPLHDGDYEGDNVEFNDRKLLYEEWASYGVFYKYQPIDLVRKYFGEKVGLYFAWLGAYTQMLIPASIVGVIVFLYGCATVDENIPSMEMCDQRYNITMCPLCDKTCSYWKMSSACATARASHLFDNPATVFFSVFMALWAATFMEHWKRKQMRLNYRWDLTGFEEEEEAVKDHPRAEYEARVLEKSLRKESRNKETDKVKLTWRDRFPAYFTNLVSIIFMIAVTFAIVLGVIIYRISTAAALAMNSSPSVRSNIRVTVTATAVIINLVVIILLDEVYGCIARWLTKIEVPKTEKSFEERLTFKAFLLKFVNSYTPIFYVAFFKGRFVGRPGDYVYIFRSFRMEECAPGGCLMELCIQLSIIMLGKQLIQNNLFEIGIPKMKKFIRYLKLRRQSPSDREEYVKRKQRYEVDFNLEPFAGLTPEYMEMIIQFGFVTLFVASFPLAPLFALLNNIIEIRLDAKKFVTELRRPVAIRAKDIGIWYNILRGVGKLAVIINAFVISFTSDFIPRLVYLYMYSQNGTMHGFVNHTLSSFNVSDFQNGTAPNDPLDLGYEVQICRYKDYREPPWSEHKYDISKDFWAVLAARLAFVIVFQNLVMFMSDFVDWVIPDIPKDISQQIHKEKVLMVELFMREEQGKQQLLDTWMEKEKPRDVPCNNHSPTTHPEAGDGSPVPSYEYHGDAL
# HDAC3 inh: HDAC3 deacetylase inhibitors, primary screen, biochemical, fluorescence, cell-free homogeneous; inhibition, % at 8.3 µM; 320,000 tested, 0.15% active; recombinant HDAC3, fluorogenic peptide/trypsin coupled; in the data active = inhibition above about 26%, passing the limit was not always enough; inconclusive = no clear call, values can overlap the other calls
# * = called active by the depositor; i = inactive; ? = inconclusive. Only part of the results is shown (hit frequency here may not be typical).
SMILES,ANO1 activ,HDAC3 inh
O=S(=O)(c1ccccc1)N(F)S(=O)(=O)c1ccccc1,i,-8
Cc1ccc(S(=O)(=O)N(C)CC(=O)NNC(=O)CCC(=O)c2ccc(F)cc2)cc1,i,1
COc1cccc(OC)c1C1=CC(=O)C[C@H](c2ccc3c(c2)OCO3)C1,i,-7
CCOc1ncccc1C(=O)OCC(=O)NCc1cccs1,i,0
COc1cc(NC(=O)COC(=O)CNC(=O)C2CCCCC2)cc(OC)c1,i,3
CCCc1cc(=O)[nH]c(SCC(=O)N2CCCCCC2)n1,i,1
CSc1ncccc1C(=O)N1CCN(S(=O)(=O)c2ccc3ccccc3c2)CC1,i,5
CN(c1ccccc1)S(=O)(=O)c1ccc(Cl)c(C(=O)NCc2ccco2)c1,i,-3
N#CCCCc1cc2ccccc2cn1,i,6
CCCCn1c(N)c(N(C)C(=O)c2ccc(Br)o2)c(=O)[nH]c1=O,i,-1
CC1(C(=O)Nc2cccc(-n3cnnn3)c2)Cc2ccccc2C(=O)O1 (stereo unspecified),i,2
C[C@H](NC(=O)c1nc[nH]c1C(=O)N[C@@H](C)c1ccccc1)c1ccccc1,i,4
O=C(COC(=O)CCc1nc2ccccc2c(=O)[nH]1)Nc1ccccc1,i,1
Cc1ccc(C)c(OCCC(=O)Nc2ccccc2C(=O)NC2CC2)c1,i,0
O=S(=O)(Nc1ccc(-n2cnnn2)cc1)c1cccs1,i,-2
COc1ccc(SC[C@H](Cc2ccccc2)N2CC[C@@H](NC(=O)OCc3ccccc3)CCC2=O)cc1,i,17
Cc1ccccc1CN(C)c1ccc(S(=O)(=O)N2CCN(C)CC2)cn1,i,-1
COc1ccc(-c2csc3ncnc(Sc4nnnn4C)c23)cc1,i,-6
Cc1ccc(-c2cc(C(F)F)nc3sc4c(=O)[nH]cnc4c23)cc1,i,-9
CC(C)(C)OC(=O)C[C@H]1C/C=C\C[C@H](CC(=O)N(CCO)Cc2ccccc2)C(=O)N2CCC[C@H]2COC1=O,i,5
CCOC(=O)c1cc(-c2ccccc2C)n(CC2CC(c3ccc(OC)cc3)=NO2)n1 (stereo unspecified),i,0
CCC(C)c1ccccc1N1CC(C(=O)N2CCN(C(=O)c3ccco3)CC2)CC1=O (stereo unspecified),i,-2
O=C(CNC(=O)c1ccccc1)NCCCSc1ccccc1,i,-2
O=C(CCCn1c(=O)oc2ccccc21)NNC(=O)COc1ccc(F)cc1,i,1
Cc1csc2nc(COC(=O)c3ccc(Cl)c([N+](=O)[O-])c3)cc(=O)n12,i,1

# Next part:
SMILES,ANO1 activ,HDAC3 inh
Cc1cc(C)n(CC(=O)NNC(=O)COc2ccc(Cl)cc2Cl)n1,i,-3
COc1ccc(NS(=O)(=O)c2ccc(C)c(C(=O)NCCCN3CCCC3=O)c2)cc1,i,0
Cc1ccc(/C=C/S(=O)(=O)NCCC(=O)NCc2ccc(F)cc2)cc1,-42*,3
COc1ccc(CCC(=O)N2CCN(S(=O)(=O)c3cccc(C(F)(F)F)c3)CC2)cc1OC,i,-5
Cc1nnc(SCC(=O)NC2CCCC(C)C2C)n1N (stereo unspecified),i,5
COc1ccc(CN(C)CC(=O)N(C)CC(=O)Nc2ccccc2Br)cc1F,i,1
O=C(CCNS(=O)(=O)c1ccccc1C(F)(F)F)N1CCCCCCC1,i,14
COc1cc(S(=O)(=O)N2CCOCC2)ccc1NC(=O)COC(=O)c1ccc(Cl)nc1,i,-2
CCN(Cc1nc2cc(Cl)ccc2c(=O)[nH]1)C(=O)c1cccc(NC(=O)c2cccs2)c1,i,12
CC(Sc1n[nH]c(-c2cccs2)n1)C(=O)N1CCCC1 (stereo unspecified),i,5
O=C(Nc1cc(C(F)(F)F)ccc1-n1cncn1)c1ccc(F)cc1Cl,i,4
Cc1nn(C)c(C)c1NS(=O)(=O)c1c(C)n[nH]c1C,i,-1
O=C(NCC(=O)N1CCOCC1)c1ccc(Cl)c(Cl)c1,i,3
O=C(O)CCCC(=O)OCc1c(-c2ccccc2)ncc2ccccc12,i,9
O=C(c1ccc(Cl)nc1)N1CCN(S(=O)(=O)c2ccc3c(c2)OCCO3)CC1,i,1
CCN(CC(=O)Nc1cccc(OC)c1)C(=O)c1cccc(S(=O)(=O)N2CCc3ccccc32)c1,i,-4
COc1ccccc1N1CCN(C(=O)c2ccc3c(=O)n4c(nc3c2)CCCCC4)CC1,i,-3
Cc1nc(SCC(=O)NCCN2C(=O)CSC2=O)nc(C)c1C,i,4
CCC(CO)Oc1cc(NC(=O)c2ccc(F)cc2)c2ncn(C(C)C)c2c1 (stereo unspecified),i,2
CC1CC(C)CN(C(=O)C(C)N2CCN(S(=O)(=O)c3ccc(Br)s3)CC2)C1 (stereo unspecified),i,-6
Cc1ccc(S(=O)(=O)Nc2cccc3c2O[C@H](CN(C)Cc2ccccc2)[C@@H](C)CN([C@H](C)CO)C3=O)cc1,i,6
Cc1c(C(=O)N(Cc2nnc(-c3ccccc3Cl)o2)C2CC2)oc2ccccc12,i,11
O=C(O)c1ccc(O)cc1O,i,-4
Cc1cnc(C(=O)OCC(=O)Nc2ccc(Br)cc2F)cn1,i,-6
CC(C)NC(=O)c1ccc(NC(=O)CC2SC(N3CCCC3)=NC2=O)cc1 (stereo unspecified),i,-6

# Reformatted: results already given.
Compound | ANO1 activ | HDAC3 inh
Cc1cc(C)n(CC(=O)NNC(=O)COc2ccc(Cl)cc2Cl)n1 | i | -3
COc1ccc(NS(=O)(=O)c2ccc(C)c(C(=O)NCCCN3CCCC3=O)c2)cc1 | i | 0
Cc1ccc(/C=C/S(=O)(=O)NCCC(=O)NCc2ccc(F)cc2)cc1 | -42* | 3
COc1ccc(CCC(=O)N2CCN(S(=O)(=O)c3cccc(C(F)(F)F)c3)CC2)cc1OC | i | -5
Cc1nnc(SCC(=O)NC2CCCC(C)C2C)n1N (stereo unspecified) | i | 5
COc1ccc(CN(C)CC(=O)N(C)CC(=O)Nc2ccccc2Br)cc1F | i | 1
O=C(CCNS(=O)(=O)c1ccccc1C(F)(F)F)N1CCCCCCC1 | i | 14
COc1cc(S(=O)(=O)N2CCOCC2)ccc1NC(=O)COC(=O)c1ccc(Cl)nc1 | i | -2
CCN(Cc1nc2cc(Cl)ccc2c(=O)[nH]1)C(=O)c1cccc(NC(=O)c2cccs2)c1 | i | 12
CC(Sc1n[nH]c(-c2cccs2)n1)C(=O)N1CCCC1 (stereo unspecified) | i | 5
O=C(Nc1cc(C(F)(F)F)ccc1-n1cncn1)c1ccc(F)cc1Cl | i | 4
Cc1nn(C)c(C)c1NS(=O)(=O)c1c(C)n[nH]c1C | i | -1
O=C(NCC(=O)N1CCOCC1)c1ccc(Cl)c(Cl)c1 | i | 3
O=C(O)CCCC(=O)OCc1c(-c2ccccc2)ncc2ccccc12 | i | 9
O=C(c1ccc(Cl)nc1)N1CCN(S(=O)(=O)c2ccc3c(c2)OCCO3)CC1 | i | 1
CCN(CC(=O)Nc1cccc(OC)c1)C(=O)c1cccc(S(=O)(=O)N2CCc3ccccc32)c1 | i | -4
COc1ccccc1N1CCN(C(=O)c2ccc3c(=O)n4c(nc3c2)CCCCC4)CC1 | i | -3
Cc1nc(SCC(=O)NCCN2C(=O)CSC2=O)nc(C)c1C | i | 4
CCC(CO)Oc1cc(NC(=O)c2ccc(F)cc2)c2ncn(C(C)C)c2c1 (stereo unspecified) | i | 2

# Later entries
SMILES,ANO1 activ,HDAC3 inh
Cc1cc(C)c(NC(=O)COc2cccnc2[N+](=O)[O-])c(C)c1,i,0
C[C@H]1COC(=O)[C@@H](Cc2ccc(F)cc2)CC/C=C/C[C@@H](CC(=O)N(CCO)Cc2ccccc2)C(=O)N1,i,-1
CCOc1ncccc1C(=O)Nc1cc(C(F)(F)F)ccc1N1CCOCC1,i,-1
CC(C)CC(=O)OC(C)(C)[C@@H]1Cc2c(ccc3ccc(=O)oc23)O1,i,-96
Cc1ccc(CNC(=O)c2ccc(Cl)c(S(=O)(=O)N3CCCCC3)c2)cc1,i,1
Cc1ccc(NC(=O)CN(C)C(=O)COC(=O)c2nc3nccc(C)n3n2)cc1,i,6
NC(=O)COc1ccc(/C=C2\C(=O)ON=C2c2ccccc2)cc1,i,-1
CCOC(=O)C1CCN(C(=O)COC(=O)CNC(=O)c2ccc(C(C)(C)C)cc2)CC1,i,4
COc1cc(-c2ccc3oc(-c4ccsc4)cc(=O)c3c2)cc(OC)c1OC,i,12
CSc1ncccc1C(=O)OCC(=O)c1ccc(C)s1,i,1
COc1ccccc1/C=C/C(=O)OCC(=O)NC(=O)NC1CCCC1,i,-2
COc1cc(NC(=O)CSc2nnc3ccccn23)cc(OC)c1,i,-3
COc1ccc(Cl)cc1-c1nc(SCC(=O)NC2CCS(=O)(=O)C2)n[nH]1 (stereo unspecified),i,-3
Cc1c(Cl)cnc(NC(=O)COC(=O)C2CC3CCCC(C2)C3=O)c1Cl (stereo unspecified),i,0
COc1ccc(S(=O)(=O)Nc2cc(Cl)ccc2-n2cncn2)cc1,i,-1
Cc1occc1C(=O)Nc1cc(S(=O)(=O)N2CCOCC2)ccc1OC(C)C,i,2
N#Cc1ccc(OCC(=O)Nc2nc(-c3ccncc3)cs2)cc1,i,-17
Oc1cc(Nc2ccncc2)cc2cccnc12,i,6
CC1CCN(C(=O)c2nc[nH]c2C(=O)OCCNC(=O)OC(C)(C)C)CC1,i,5
O=C(c1ccc([N+](=O)[O-])o1)N1CCCCCC1,i,4
CCCn1nc(C(=O)OCC(=O)Nc2ccc(C(N)=O)cc2)c2ccccc2c1=O,i,1
COc1ccc2sc(-c3ccc(N(C)C)cc3)c(C#Cc3cncn3C)c2c1,i,-24
CC(C)CC1NC(=O)N(CC(=O)Nc2cc(F)ccc2F)C1=O (stereo unspecified),i,-10
COc1ccc(C2=CC(=O)CC(C)(C)C2)cc1OC,i,4
CCN(CC(=O)Nc1ccc(NC(C)=O)cc1)C(=O)c1cc2ccccc2oc1=O,i,2

# Additional entries follow:
SMILES,ANO1 activ,HDAC3 inh
CC(=O)c1c(C)[nH]c(C(=O)COC(=O)COc2ccccc2)c1C,i,1
COc1ccc(S(=O)(=O)Nc2cccc3c2O[C@H](CN(C)CC2CCCCC2)[C@@H](C)CN([C@H](C)CO)C3=O)cc1,i,1
CN(Cc1ccccc1F)C(=O)CN1CCN(S(=O)(=O)c2ccc3c(c2)OCCCO3)CC1,i,-1
COc1ccc(S(=O)(=O)Nc2cccc3c2O[C@H](CN(C)S(=O)(=O)c2ccc(OC)cc2)[C@@H](C)CN([C@H](C)CO)C3=O)cc1,i,5
COc1ccc(NC(=O)NS(=O)(=O)c2ccc(C)cc2)cc1OC,i,-2
COc1ccc(CNC(=O)COC(=O)c2c(NC(C)=O)sc(C)c2C)cc1,i,-1
CCOC(=O)c1c(C)[nH]c(C(=O)NNC(=O)c2ccc(Br)cc2)c1C,i,2
Cc1ccc(S(=O)(=O)NCc2ccccc2)cc1C(=O)NCCc1ccc(S(N)(=O)=O)cc1,i,-4
COc1cc(OC)cc(-c2c(C#Cc3ccsc3)c3cc(-c4ccc(CN5CCOCC5)cc4)ccc3n2C)c1,i,-4
CCN(CC)S(=O)(=O)c1ccc(Cl)c(NC(=S)NC(=O)C2CCCC2)c1,i,?
N#Cc1ccsc1NC(=O)C1CCN(C(=O)c2ccc(F)cc2)CC1,i,1
COc1ccc(CCNC(=O)COC(=O)c2cc(=O)c3ccccc3o2)cc1,i,-10
COc1ccc(CN(C(=O)CN2C(=O)NC3(CCC(C)CC3)C2=O)C(C)Cc2cccs2)cc1 (stereo unspecified),i,-1
CCOC(=O)[C@H]1[C@H]2COc3ccc(Br)cc3[C@@H]2N2C(=O)CN(Cc3ccc(C)cc3)C(=O)[C@@]12C,i,-9
CCOc1cc(C(=O)OCC(=O)Nc2cccc(S(=O)(=O)NC3=NCCCCC3)c2)cc(OCC)c1OCC,i,7
CCN(C(=O)c1cccc(S(=O)(=O)N2CCc3ccccc32)c1)C1CCS(=O)(=O)C1 (stereo unspecified),i,4
CC1CCc2sc(C(=O)N3CCC(C(N)=O)CC3)cc2C1 (stereo unspecified),i,-4
CCOc1ccc(C(=O)NCC(=O)Nc2cc(C)ccn2)cc1OCC,i,-5
COc1ccc(NC(=O)CCc2ccccc2)cc1S(=O)(=O)N1CCOCC1,i,-2
Cc1ccc(CN2CC(C(=O)NNC(=O)c3ccc(F)cc3)CC2=O)cc1 (stereo unspecified),i,-2

# Looked up by compound from the list above (5):
SMILES,ANO1 activ,HDAC3 inh
COc1ccc(NC(=O)NS(=O)(=O)c2ccc(C)cc2)cc1OC,i,-2
CC(=O)c1c(C)[nH]c(C(=O)COC(=O)COc2ccccc2)c1C,i,1
CCOc1ccc(C(=O)NCC(=O)Nc2cc(C)ccn2)cc1OCC,i,-5
N#Cc1ccsc1NC(=O)C1CCN(C(=O)c2ccc(F)cc2)CC1,i,1
CCOC(=O)c1c(C)[nH]c(C(=O)NNC(=O)c2ccc(Br)cc2)c1C,i,2

# Source: PubChem
